# Bioassay records deposited in PubChem BioAssay by several laboratories.
# GDH-TPI inh: GDH-TPI coupling enzyme inhibitors, primary screen, artefact control for M. tuberculosis FBA inhibitor project, biochemical, absorbance, full deck; 360,000 compounds, 1.2% hits; inhibition, % at 4.8 µM; GDH-TPI coupled enzyme counterscreen, NADH absorbance;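 note: 0% = DMSO wells and 100% = wells lacking the enzyme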
# Rv3671c protease: Rv3671c serine protease inhibitors, primary screen, biochemical, fluorescence polarization, M. tuberculosis H37Rv; P9WHR9; inhibition, % at 5.96 µM; 320,000 compounds, 0.048% hits; in the data active = inhibition above about 38%;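 note: extracellular domain of Rv3671c used as enzyme; 0% = enzyme with DMSO and 100% = no enzyme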
# FadD28 binding: inhibitors of FadD28 bisubstrate probe binding, primary screen, biochemical, fluorescence polarization, single point; Mycobacterium tuberculosis FadD28 fatty-acid-AMP ligase; inhibition, % at 12.5 µM; 360,000 compounds, 0.22% hits; AID 588549, 2011; in the data active = inhibition above about 8.5%, passing the limit was not always enough; inconclusive = no clear call, values can overlap the other calls
# Mtb UGM inh: M. tuberculosis UGM enzyme inhibitors, primary screen, biochemical, fluorescence polarization, single point; UDP-galactopyranose mutase (Mycobacterium tuberculosis (strain ATCC 25618 / H37Rv)), …; purified UGM, fluorescence polarization probe displacement; inhibition, % at 10 µM; 320,000 compounds, 0.06% hits; AID 504406, 2011; in the data active = inhibition above about 10%, passing the limit was not always enough; inconclusive = no clear call, values can overlap the other calls
# Target sequence (P9WIQ1 whole entry, looked up): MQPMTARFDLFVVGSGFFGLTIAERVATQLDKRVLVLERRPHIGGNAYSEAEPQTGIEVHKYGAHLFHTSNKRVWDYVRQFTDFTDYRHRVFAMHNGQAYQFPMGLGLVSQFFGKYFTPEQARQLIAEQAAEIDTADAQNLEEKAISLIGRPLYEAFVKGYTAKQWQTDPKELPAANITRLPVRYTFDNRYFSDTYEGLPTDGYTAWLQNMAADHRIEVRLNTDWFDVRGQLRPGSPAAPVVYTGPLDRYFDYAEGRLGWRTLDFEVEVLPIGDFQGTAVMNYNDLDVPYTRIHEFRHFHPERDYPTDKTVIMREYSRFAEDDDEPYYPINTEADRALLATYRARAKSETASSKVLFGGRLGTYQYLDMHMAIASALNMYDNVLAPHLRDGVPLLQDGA
# DUSP3 inh: VHR1 phosphatase inhibitors, primary screen, biochemical, absorbance, uHTS. Dual specificity protein phosphatase 3 (Homo sapiens), P51452. recombinant VHR phosphatase, pNPP absorbance. inhibition, % at 13.3 µM. 290,000 compounds, 0.52% hits. AID 1654, 2009; in the data active = inhibition above about 50%; note: some compounds called inactive have numbers as strong as hits
# Target sequence (P51452 whole entry, looked up): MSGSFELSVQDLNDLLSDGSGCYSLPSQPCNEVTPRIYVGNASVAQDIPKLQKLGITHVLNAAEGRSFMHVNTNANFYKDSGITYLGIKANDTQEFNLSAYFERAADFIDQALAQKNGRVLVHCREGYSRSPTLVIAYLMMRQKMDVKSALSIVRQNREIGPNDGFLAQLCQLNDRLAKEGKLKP
# Mtb BioA inh: M. tuberculosis BioA enzyme inhibitors, primary screen, biochemical, plate reader, single point, HTS. 7,8-diaminopelargonic acid synthase BioA (Mycobacterium tuberculosis). purified M. tuberculosis BioA enzyme. inhibition, % at 9.99 µM. 360,000 compounds, 0.096% hits. AID 602481, 2012; in the data active = inhibition above about 40%; inconclusive = no clear call, values can overlap the other calls
# MazEF act: activators of E. coli MazEF toxin-antitoxin RNase, primary screen, biochemical, fluorescence, uHTS | Endoribonuclease toxin MazF (Escherichia coli (strain K12)), P0AE70 | FAM/BHQ RNA-DNA oligo cleavage fluorescence, 5 h | activation, % at 20 µM | 350,000 compounds, 0.32% hits; in the data active = activation above about 50%
# Target sequence (P0AE70 whole entry, looked up): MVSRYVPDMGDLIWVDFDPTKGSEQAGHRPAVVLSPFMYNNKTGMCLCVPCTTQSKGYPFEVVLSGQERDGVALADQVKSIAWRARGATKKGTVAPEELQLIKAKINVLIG
# CCHFV vOTU inh: CCHFV vOTU protease inhibitors, primary screen, biochemical, Pep-AMC substrate, fluorescence. Crimean-Congo hemorrhagic fever virus L polyprotein viral ovarian tumor (vOTU) protease …. 370,000 compounds, 0.55% hits. inhibition, % at 11.5 µM; note: 0% = vehicle wells with enzyme and 100% = no enzyme wells
# BoNT-F LC inh: BoNT/F light chain protease inhibitors, primary screen, biochemical, flow cytometry, MLPCN library; Botulinum neurotoxin type F light chain protease (Clostridium botulinum); Multiplex microsphere protease cleavage assay; inhibition, % at 10 µM; 360,000 compounds, 0.22% hits; in the data active = inhibition above about 35%, passing the limit was not always enough; inconclusive = no clear call, values can overlap the other calls; note: plate controls were buffer without enzyme for full effect and enzyme alone for no effect
# Mtb FBA inh: Mtb FBA enzyme inhibitors, primary screen, biochemical, fluorescence, strain H37Rv; 360,000 compounds, 2.3% hits; purified M. tuberculosis FBA, fluorescence read-out; Fructose-bisphosphate aldolase (Mycobacterium tuberculosis (strain ATCC 25618 / H37Rv)), …; inhibition, % at 1 µM; in the data active = inhibition above about 27%;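 note: 0% = vehicle and 100% = reference inhibitor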
# Target sequence (P9WQA3 whole entry, looked up): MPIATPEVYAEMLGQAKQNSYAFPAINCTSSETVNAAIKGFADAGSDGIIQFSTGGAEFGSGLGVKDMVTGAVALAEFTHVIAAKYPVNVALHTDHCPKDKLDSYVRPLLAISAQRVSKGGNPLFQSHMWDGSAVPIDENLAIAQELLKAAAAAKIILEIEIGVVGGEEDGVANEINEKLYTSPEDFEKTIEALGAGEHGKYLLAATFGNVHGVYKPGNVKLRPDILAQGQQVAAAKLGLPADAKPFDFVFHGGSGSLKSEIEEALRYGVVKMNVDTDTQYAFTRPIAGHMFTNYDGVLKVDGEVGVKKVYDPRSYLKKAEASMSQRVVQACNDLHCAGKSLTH
# Active calls of the source: *; ? = inconclusive; / = not tested or not shown; & = joins results of further samples. Cut-off read from the data, not from the text of the source, unless noted: active = inhibition above about 30%; inactive = the rest. Compounds were not picked by outcome (roughly 4.9% active in at least one column).
# Start of the data: the first 3 entries, ahead of the listing:
SMILES,GDH-TPI inh,Rv3671c protease,FadD28 binding,Mtb UGM inh,DUSP3 inh,Mtb BioA inh,MazEF act,CCHFV vOTU inh,BoNT-F LC inh,Mtb FBA inh
CC(C)CNC(=S)NNC(=O)c1ccc(OC(F)F)cc1,4,7,-0.4,-2.0,17,/,-5,-1,0,0
COCCCN(C(=O)c1cc(C)oc1C)c1c(N)n(CC(C)C)c(=O)[nH]c1=O,3,-4,-0.7,-2.1,/,-0.4,-2,0,-10,2
C/C(=N/NC(=O)c1cc(-c2ccc(Cl)s2)[nH]n1)c1ccco1,3,0,-2.4,3.6,10,-0.7,1,-8,-8,1

# The whole of this part, previewed entries included:
SMILES,GDH-TPI inh,Rv3671c protease,FadD28 binding,Mtb UGM inh,DUSP3 inh,Mtb BioA inh,MazEF act,CCHFV vOTU inh,BoNT-F LC inh,Mtb FBA inh
CC(C)CNC(=S)NNC(=O)c1ccc(OC(F)F)cc1,4,7,-0.4,-2.0,17,/,-5,-1,0,0
COCCCN(C(=O)c1cc(C)oc1C)c1c(N)n(CC(C)C)c(=O)[nH]c1=O,3,-4,-0.7,-2.1,/,-0.4,-2,0,-10,2
C/C(=N/NC(=O)c1cc(-c2ccc(Cl)s2)[nH]n1)c1ccco1,3,0,-2.4,3.6,10,-0.7,1,-8,-8,1
CCNc1nc(NC(N)=S)nc(NC(C)(C)C)n1,-2,11,0.0,2.0,-1,/,3,3,-4,8
CCCn1nnc(NC(=O)c2cccnc2Cl)n1,6,5,-1.9,2.6,13,0.4,-1,0,-8,1
Cc1ccccc1NC(=O)NCCCN1CCCC1=O,0,2,-1.2,-1.3,10,0.3,1,7,-21,0
O=C(Nc1nnc(S(=O)(=O)N2CCN(c3ccc(F)cc3)CC2)s1)c1ccccc1,-7,6,-3.3,-1.4,-10,-0.1,6,6,5,1
CCOC(=O)c1cc2c(cn1)[C@@H](CCO)NC2,-5,/,-0.5,/,/,-0.4,-16,-5,0,2
NC(=O)C1CCN(C(=O)C2(NC(=O)Nc3cccc(F)c3)CCCCC2)CC1,-8,-10,-4.4,0.3,22,/,3,8,-32,-3
CN1C(=O)[C@H]2[C@@H](/C=C/c3ccccc3)N3C(=O)CN(CC4CC4)C(=O)[C@@]3(C)[C@H]2C1=O,16,-10,-1.5,5.1,1,7.0,2,0,-12,6
Cc1cc(C)n(C(=O)COc2ccccc2C)n1,7,-9,-1.0,1.9,0,-1.1,-2,0,-6,2
Clc1ccccc1Cn1nnc2c(N3CCOCC3)nc(C3CC3)nc21,-14,11,-2.0,-1.6,-17,0.1,2,-3,5,-1
COc1ccc(C=O)cc1Cn1c(=O)n(CCC(=O)NCc2ccco2)c(=O)c2sccc21,0,-4,1.3,1.4,29,-3.3,4,7,-1,1
COC(=O)COc1ccc(S(=O)(=O)Nc2ccc(NC(C)=O)cc2)cc1,2,10,-2.6,0.3,18,0.2,2,4,-16,-2
CC(C)N(CCc1ccncc1)C(=S)Nc1cccc(Cl)c1,3,6,-3.1,0.6,-15,/,-1,1,-10,2
C=CCCN(C1CCCC1)S(=O)(=O)c1ccccc1Br,3,-2,-3.1,-2.6,18,-1.6,-4,-4,-1,2
COc1ccc2c(c1)C(=O)N(c1ccccc1OC)C(=O)C2,-1,-10,0.7,-1.9,-9,/,-3,6,12,-3
CCc1ncc(C)[nH]1,/,-6,/,0.9,25,/,4,-4,/,/
CCCNC(=O)CN(C)S(=O)(=O)c1ccc(F)cc1,1,9,0.9,-2.1,-1,-1.4,4,-5,30,-1
O=C(Nc1cccc([N+](=O)[O-])c1)c1ccccc1,9,-6,-0.6,0.8,1,4.5,2,-8,-7,1
Cc1cc(-c2nnc(SCC(=O)Nc3nc(-c4ccc(Cl)cc4)cs3)o2)no1,8,-9,-3.7,1.7,23,-0.5,-3,2,3,-1
COc1ccc(N2CCN(c3ccc([N+](=O)[O-])nc3)CC2)cc1,6,0,1.7,-0.7,20,/,4,9,-2,2
CC(=O)C1C(=O)CC(C)(O)C(C(C)=O)C1c1ccccc1 (stereo not drawn),3,-2,-1.5,-3.8,-17,-2.0,3,-13,-6,-1
COc1ccc(C2NC(C(=O)O)Cc3c2[nH]c2ccccc32)cc1OC (stereo not drawn),-1,-1,-1.6,-3.3,9,0.3,8,-17,4,-4
O=C(O)c1cc2ccc(O)cc2oc1=O,17,/,-0.7,/,/,/,0,-331,1,/
O=C(N=C1SC2CS(=O)(=O)CC2N1Cc1ccc(F)cc1)C1CC1 (stereo not drawn),-8,-1,-2.9,1.8,16,-0.8,3,20,3,1
C/C(=N\Nc1ccc(Cl)nn1)c1ccccc1O,14,/,-2.8,/,/,1.1,9,13,-3,1
O=C(c1ccccc1)N1CCCCC1,12,/,-1.2,/,/,-2.2,1,10,3,6
COc1cccc(C(=O)Cn2c(N3CCCCC3)nc3c2c(=O)n(C)c(=O)n3C)c1,6,8,0.3,-0.8,13,-1.1,12,-6,3,1
Cc1ccc(O)c(CN(C)Cc2cc(C)ccc2O)c1,4,/,0.5,/,/,-0.2,5,21,-14,3

# The final 2 compounds of the section before open the next one.
SMILES,GDH-TPI inh,Rv3671c protease,FadD28 binding,Mtb UGM inh,DUSP3 inh,Mtb BioA inh,MazEF act,CCHFV vOTU inh,BoNT-F LC inh,Mtb FBA inh
COc1cccc(C(=O)Cn2c(N3CCCCC3)nc3c2c(=O)n(C)c(=O)n3C)c1,6,8,0.3,-0.8,13,-1.1,12,-6,3,1
Cc1ccc(O)c(CN(C)Cc2cc(C)ccc2O)c1,4,/,0.5,/,/,-0.2,5,21,-14,3
COc1ccc(C2/C(=C(/O)c3ccccc3)C(=O)C(=O)N2C)cc1 (stereo not drawn),14,6,-0.1,-4.1,-5,-1.5,-8,19,1,0
CC(=O)Nc1ccc(S(=O)(=O)Nc2c(C)n(C)n(-c3ccccc3)c2=O)cc1,-10,-5,-3.6,-2.3,8,11,-4,2,?,-9
Cn1c(NC(=O)c2ccccc2Br)cc(=O)n(C)c1=O,2,-5,-1.2,-0.5,-2,-1.9,-4,-4,-5,0
CC(=O)N1c2ccc([N+](=O)[O-])cc2NC(=O)CC1C (stereo not drawn),11,-13,-3.3,4.1,1,0.8,5,-2,-1,-5
CCOc1ccc(N2CC(C(=O)NCCCc3ccccc3)CC2=O)cc1 (stereo not drawn),-9,0,-4.0,2.7,/,-0.1,-17,-12,-2,-2
COc1ccccc1C(=O)N1C(CC(=O)Nc2ccccc2C)C(=O)NC2CCCCC21 (stereo not drawn),-5,-11,-1.6,3.0,-7,-0.6,4,5,1,2
CCOC(=O)/C(C#N)=c1/s/c(=C2\C=Cc3ccccc3N2CC)c(=O)n1CC,-1,-1,-1.0,0.9,38,-0.7,-9,13,-1,-2
CC1(C(=O)NS(=O)(=O)c2ccc(Cl)cc2)CCN1C(=O)c1cccc(F)c1 (stereo not drawn),1,/,-2.2,/,/,-1.4,/,-1,-4,0
CCOC(=O)C1=C(C)NC(SCC(=O)OC)=C(C#N)C1c1ccc(C(=O)OC)cc1 (stereo not drawn),2&0,-1,2.9&-5.1,-2.4,6,-0.4,-8&-6,15,-1&1,3&2
Cc1ccc2cc(NC(=O)c3ccccc3C)ccc2n1,-5,3,-3.0,0.0,0,-0.9,3,-3,-1,2

# Taken from above:
# Value for `CCOC(=O)C1=C(C)NC(SCC(=O)OC)=C(C#N)C1c1ccc(C(=O)OC)cc1` (stereo not drawn) under MazEF act: -8&-6
# Value for `COc1cccc(C(=O)Cn2c(N3CCCCC3)nc3c2c(=O)n(C)c(=O)n3C)c1` under Mtb BioA inh: -1.1
# Value for `CCNc1nc(NC(N)=S)nc(NC(C)(C)C)n1` under GDH-TPI inh: -2
# Value for `Cc1ccccc1NC(=O)NCCCN1CCCC1=O` under MazEF act: 1

# (further entries)
SMILES,GDH-TPI inh,Rv3671c protease,FadD28 binding,Mtb UGM inh,DUSP3 inh,Mtb BioA inh,MazEF act,CCHFV vOTU inh,BoNT-F LC inh,Mtb FBA inh
Cc1ccc(NC(=O)CN(C)S(=O)(=O)c2cccs2)cc1F,9,-4,-2.3,-2.2,22,5.5,-5,2,-5,6
CCOC(=O)C1=CC[C@@H](c2cccc(C)c2)N(S(=O)(=O)c2ccc(C)cc2)[C@H]1C(=O)OCC,11,-2,-4.4,-0.7,/,-1.4,-2,7,7,-4
CC1(C(=O)Nc2ccc(Cl)c(C(F)(F)F)c2)Cc2c(-c3cccc(C(N)=O)c3)ccnc2O1 (stereo not drawn),-8,/,-2.8,/,/,4.3,/,14,-1,-2
CCCOc1ccccc1C(=O)N(Cc1ccco1)C1CCS(=O)(=O)C1 (stereo not drawn),-2,-3,-0.9,2.1,30,0.8,3,-7,?,1
O=C(NCCc1ccccn1)/C(=C/c1ccco1)NC(=O)c1ccccc1,-4,4,2.2,-0.1,17,0.6,1,-8,-12,3
CCN(Cc1ccccc1)C(=O)c1cccc(S(=O)(=O)N2CCN(Cc3ccccc3)CC2)c1,-4,12,-3.9,-0.5,/,0.3,-5,4,/,-1
Cc1ccc(S(=O)(=O)N(C)C)cc1NC(=O)CN1CCN(Cc2ccccc2)CC1,0,12,-0.8,5.1,30,/,12,0,-4,2
O=C(Nc1ccccc1)N1CCCN(Cc2c(F)cccc2Cl)CC1,18,11,-1.0,1.1,2,1.3,3,-10,?,6
CN1CCC(=C(c2ccc(Cl)cc2)c2ccccn2)CC1,-1,-5,-0.1,1.0,29,-0.3,3,-6,?,1
Cc1ccc(SC[C@H](c2ccccc2)N2CCN(CCc3ccccc3)CCC2=O)cc1,5,0,-1.0,2.7,38,-1.3,-6,16,-5,1
CC(C)Cn1c(SCC(=O)N2CCc3ccccc3C2)nc2cc(Cl)ccc2c1=O,1,0,0.4,3.2,3,1.4,1,-16,-10,-2
Cn1c2ccccc2c(=O)c2c(=O)n(-c3ccccc3)c(C3CCCCC3)nc21,-1,-1,0.3,1.8,7,/,4,3,-6,-1
O=S(=O)(NC1CCCCC1)OCC(Cl)(Cl)Cl,-1,-4,-1.8,-3.5,1,-0.5,-3,6,9,0
Cc1ccc(S(=O)(=O)N(C)c2ccc(OCc3cccc(C)c3)cc2)cc1,3,-12,-4.5,-1.0,42,0.0,-8,-2,6,-4
Cc1ccc(-n2nnnc2SC(C)C(N)=O)c(C)c1 (stereo not drawn),-5,-1,-1.8,-0.5,-29,2.1,1,-2,3,-2
C/C(=N\NC(=O)c1ccccc1)c1cccc(Br)c1,2,2,0.3,4.8,41,/,-4,5,-2,-4
COc1cc2cc(C(c3nnnn3C(C)(C)C)N3CCC(C)CC3)c(=O)[nH]c2cc1OC (stereo not drawn),16,1,-2.3,3.5,16,-1.3,-4,-6,-4,15
